Screens as filed in PubChem BioAssay.
KCNQ1 pot – potentiators or activators of KCNQ1 channel, primary screen, cell-based, thallium flux, high-throughput; CHO-K1 KCNQ1, thallium flux FluxOR fluorescence; active compounds read high; B-score at 10 µM; 310,000 compounds, 0.35% hits; AID 2648, 2010;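 active = fluorescence ratio B-score, a plate-corrected score, at least three library SD, with initial intensity B-score within 5 SD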
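Test system: CHO-K1 cells stably expressing KCNQ1 / Medium: assay buffer / Also added: depolarizing K+/Tl+ stimulus, K2SO4 and Tl2SO4 each 12.5 mM in 5x stock / Incubation: 90 min dye loading and 20 min compound exposure, both at room temperature / Signal: thallium influx via FluxOR fluorescence, kinetic imaging / Evaluation: B score of baseline-normalized fluorescence ratio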
DYRK1A inh – rat Dyrk1A kinase inhibitors, primary screen, biochemical, single point, plate reader; AID 504441, 2011; ADP-Glo luminescence, NFATc1 peptide; inhibition, % at 12.5 µM; Dual specificity tyrosine-phosphorylation-regulated kinase 1A (Rattus norvegicus), Q63470; 310,000 compounds, 0.43% hits; in the data active = inhibition above about 50%;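 also: plate controls were vehicle with enzyme for no effect and no enzyme for full effect; many of its hits are not listed in these tables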
KCNK3 inh – human KCNK3 channel inhibitors, primary screen, CHO cells, FluxOR thallium flux, B-score; Potassium channel subfamily K member 3 (Homo sapiens), O14649; FluxOR fluorescence; active compounds read low; B-score at 10 µM; 340,000 compounds, 0.84% hits; AID 602410, 2012;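 active = B-score under library mean minus 4 SD, starting fluorescence ratio at most library mean plus 5 SD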;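 also: more negative B-score means stronger inhibition of thallium flux through KCNK3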
Target sequence (O14649 whole entry, looked up): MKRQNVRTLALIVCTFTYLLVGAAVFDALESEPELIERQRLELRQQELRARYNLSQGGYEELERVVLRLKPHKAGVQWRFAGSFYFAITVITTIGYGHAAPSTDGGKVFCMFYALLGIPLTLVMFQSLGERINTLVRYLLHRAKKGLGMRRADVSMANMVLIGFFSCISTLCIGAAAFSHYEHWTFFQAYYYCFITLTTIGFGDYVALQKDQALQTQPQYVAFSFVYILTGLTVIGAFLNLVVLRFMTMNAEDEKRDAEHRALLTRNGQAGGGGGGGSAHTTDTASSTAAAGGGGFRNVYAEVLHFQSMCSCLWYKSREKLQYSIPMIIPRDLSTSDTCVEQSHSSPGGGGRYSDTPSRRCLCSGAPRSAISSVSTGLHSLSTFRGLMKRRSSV
GSK3A inh – blockers of GSK3A enzyme activity – biochemical, luminescence, cell-free homogeneous, HTS, primary screen | inhibition, % at 10 µM | AID 2650, 2010 | GSK-3 alpha kinase, ADP-Glo luminescence, 60 min | 320,000 compounds, 0.1% hits;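 in the data active = inhibition above about 50%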;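 also: GST-tagged GSK-3 alpha with peptide substrate and 25 µM ATP; 0% = DMSO neutral wells and 100% = GW8510 positive control wells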
Target sequence (P49840 whole entry, looked up): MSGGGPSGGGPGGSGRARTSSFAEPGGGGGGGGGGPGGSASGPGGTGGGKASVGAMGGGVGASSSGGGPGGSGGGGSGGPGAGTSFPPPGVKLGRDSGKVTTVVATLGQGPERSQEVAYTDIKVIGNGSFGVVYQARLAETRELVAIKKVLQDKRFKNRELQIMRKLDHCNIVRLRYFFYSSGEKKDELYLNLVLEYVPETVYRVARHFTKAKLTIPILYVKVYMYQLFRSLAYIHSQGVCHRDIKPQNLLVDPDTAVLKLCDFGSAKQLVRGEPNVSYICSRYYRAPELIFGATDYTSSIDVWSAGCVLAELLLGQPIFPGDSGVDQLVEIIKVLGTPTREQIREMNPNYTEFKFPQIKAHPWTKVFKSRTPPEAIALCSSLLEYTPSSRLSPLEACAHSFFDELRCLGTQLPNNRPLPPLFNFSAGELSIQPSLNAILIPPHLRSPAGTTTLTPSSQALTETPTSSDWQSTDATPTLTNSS
PolyA inhibitor – polyadenylation inhibitors in yeast reporter cells, primary screen, luminescence, S. cerevisiae. S. cerevisiae SKY197-pL101 polyadenylation reporter, beta-gal luminescence; efflux-impaired pdr1/pdr3 knockout yeast; score 100 = 6 SD above DMSO. calls only at 12 µM. 300,000 compounds, 0.02% hits. AID 1875, 2009;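 active = lowest replicate activity score at least 50, where 100 means six control SD above control mean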;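 also: yeast exposed to compound for 9 h at 30 °C; higher score means more reporter readthrough which indicates perturbed polyadenylation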
RGS4 pot – RGS4 potentiators or activators, primary screen, cell-based, HEK293 M3R inducible RGS4, calcium flux; carbachol calcium flux Fluo4; active compounds read low; B-score at 10 µM; 310,000 compounds, 0.92% hits;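 active = B-score of the integrated calcium signal more than 4 SD below the library mean, with starting fluorescence not abnormally high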;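 also: negative B-score means reduced calcium response which marks RGS4 activation or potentiation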
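Test system: HEK293 cells with stable M3R and inducible RGS4; also added: carbachol at ECmax as muscarinic agonist stimulus; schedule: dye loading 30 min 37 °C, buffer rest 30 min RT; technique: kinetic calcium fluorescence imaging with Fluo4-AM dye, 2 µM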
KCNQ1 inh – inhibitors of human KCNQ1 channel, primary screen, cell-based, thallium flux, high-throughput; B-score at 10 µM; Potassium voltage-gated channel subfamily KQT member 1 (Homo sapiens), P51787; 310,000 compounds, 1.3% hits; AID 2642, 2010; CHO-K1 KCNQ1, FluxOR thallium flux fluorescence; active compounds read high;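 active = compounds whose thallium flux B-score, printed positive for inhibition, exceeds three library SD while starting fluorescence stays within three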;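 also: channel opened by potassium depolarization with thallium stimulus after 20 min compound exposure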
hERG protect – hERG rescue from dofetilide block, primary screen, cell-based, CHO-hERG, FluxOR thallium flux, dofetilide IC70 | AID 1511, 2009 | activation (rescue from dofetilide block), less the hit threshold, % at 10 µM | 310,000 compounds, 0.51% hits | Voltage-gated inwardly rectifying potassium channel KCNH2 (Homo sapiens), Q12809 | dofetilide IC70 present;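 active = activation above the mean of controls blocked by dofetilide plus 5 SD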;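 also: thallium influx through hERG after potassium depolarization seen as dye fluorescence rise; in these data hits start at about 4.7%; inactives centre near -7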
GSK3beta inhib – human GSK3beta kinase inhibitors, primary screen, biochemical, cell-free homogeneous, HTS; GST-GSK3beta kinase, ADP-Glo luminescence, 60 min; active compounds read low; activity score (negative = inhibition), % at 10 µM; 300,000 compounds, 0.038% hits; Glycogen synthase kinase-3 beta (Homo sapiens), P49841; AID 2097, 2009;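 active = more than half of replicate wells score below -50%, meaning over 50% inhibition versus plate controls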;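 also: 0% = median DMSO wells and -100% = median GW8510 positive control wells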
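Test system – GST-tagged human GSK3beta kinase, cell-free · Incubation – 60 min enzyme reaction, room temperature · Signal – ADP-Glo luminescence · Also added – peptide substrate and ATP at 25 µM · Controls – DMSO neutral wells and GW8510 at 20 µM as positive · Buffer or medium – Tris/MgCl2 kinase buffer · Measure – Luminescence-derived activity versus plate DMSO and GW8510 wells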
RGS4 block – RGS4 inhibitors, primary screen, cell-based, HEK293 M3R inducible RGS4, calcium flux; Fluo-4 calcium flux; active compounds read high; triggered by carbachol at its EC20; B-score at 10 µM; 310,000 compounds, 0.45% hits;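 active = B-score, a plate-corrected calcium signal, over three deviations above library mean, with baseline fluorescence within five deviations of library mean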;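 also: RGS4 expression induced by doxycycline in cells with stable M3 receptor; B-score is computed from the integrated fluorescence ratio over baseline after carbachol; higher B-score means a larger calcium signal and so more RGS4 inhibition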
Target sequence (P49798 whole entry, looked up): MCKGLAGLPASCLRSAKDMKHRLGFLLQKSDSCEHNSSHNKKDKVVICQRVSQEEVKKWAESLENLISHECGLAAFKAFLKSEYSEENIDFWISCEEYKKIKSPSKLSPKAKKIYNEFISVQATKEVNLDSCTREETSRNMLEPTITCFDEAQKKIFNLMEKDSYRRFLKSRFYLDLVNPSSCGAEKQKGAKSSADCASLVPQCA
KCNK9 inh – KCNK9 potassium channel inhibitors, primary screen, HEK293 cells, thallium flux; Potassium channel subfamily K member 9 (Homo sapiens), Q9NPC2; FluxOR thallium flux fluorescence; active compounds read low; B-score at 10 µM; 310,000 compounds, 1.2% hits; AID 488922, 2010;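 active = ratio B-score over 3 SD below the library mean, with starting fluorescence within 5 SD of its mean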;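 also: negative B-score means less thallium flux so channel inhibition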
* marks the source's active call; other numbers are inactive results; i = inactive; / = not tested or not shown. These rows are one share of the data; the hit share may differ from the screen's.

smiles | KCNQ1 pot | DYRK1A inh | KCNK3 inh | GSK3A inh | PolyA inhibitor | RGS4 pot | KCNQ1 inh | hERG protect | GSK3beta inhib | RGS4 block | KCNK9 inh
O=C(C1CCCN(Cc2ccc3c(c2)OCO3)C1)N1CCCC1 (stereo not drawn) | i | -3 | i | -3 | i | i | i | -8 | 3 | i | i
COCCN(CC1CCCN(C2Cc3ccccc3C2)C1)C(=O)c1cccc(C)c1 (stereo not drawn) | i | -4 | i | -1 | i | i | i | -11 | -1 | i | i
CCC[C@@H]1CCCO[C@@](C(=O)NCc2ccccn2)(C(F)(F)F)C1 | i | -6 | i | 0 | i | i | i | -9 | 0 | i | i
COc1ccc(C(CC(=O)Nc2nccs2)n2cccc2)cc1 (stereo not drawn) | i | 4 | i | -1 | i | i | i | -2 | 0 | i | i
O=C(NC(O)C(=O)c1cccs1)c1cccnc1 (stereo not drawn) | i | -8 | i | 1 | i | i | i | -4 | -4 | i | i
Cc1ccc(Cc2cnc(NC(=O)CN3CCOCC3)s2)cc1Cl | i | 10 | i | 7 | i | i | i | -5 | -7 | i | i
C/C(=N\n1cnnc1)c1ccc(C#N)cc1 | i | -3 | i | 0 | i | i | i | -11 | 2 | i | i
Cc1nc(CS(=O)c2ccc(Cl)cc2)cc(NCc2ccc(Cl)cc2Cl)n1 (stereo not drawn) | i | / | i | -3 | i | i | i | -14 | 0 | i | i
O=C(c1cccnc1)N1CCN(S(=O)(=O)c2cccs2)CC1 | i | / | i | -1 | i | i | i | -9 | 1 | i | i
CC(OC(=O)c1ccco1)C(=O)Nc1ccc(Cl)cn1 (stereo not drawn) | i | 11 | i | 6 | i | i | i | -6 | -1 | i | i
Cc1nc(NCC2CCCO2)c2nnn(Cc3ccccc3Cl)c2n1 (stereo not drawn) | i | 5 | i | 1 | i | i | i | -11 | 1 | i | i
Cc1cc(C)c(O)c(-c2cc(C(=O)Nc3cccnc3)[nH]n2)c1 | i | 8 | i | -3 | i | i | i | -9 | 1 | i | i
Cc1cccc(OCCSc2nc3ccccc3n2CC(=O)O)c1 | i | -4 | i | -7 | i | i | i | -9 | 7 | i | i
Cc1cc(NC(=O)CSc2nc(C(C)C)nc3sc(C)c(C)c23)no1 | i | -1 | i | -2 | i | i | i | -7 | 0 | i | i
Brc1cccc(-c2nnc3sc(CNCc4ccco4)cn23)c1 | i | 12 | i | / | i | i | i | -10 | 1 | i | i
Cc1ccc2c(C(=O)CN3CCN(C(=O)c4ccco4)CC3)c(C)[nH]c2c1 | i | -4 | i | -1 | i | i | i | -15 | -22 | i | i
O=C(Nc1cccc(NC(=O)c2ccco2)c1)c1ccccc1 | i | 1 | i | -3 | i | i | i | -10 | -3 | i | -7.6*
COc1cc(C(=O)N/N=C/c2ccc(OC(=O)N3CCOCC3)cc2)cc(OC)c1OC | i | -2 | i | 0 | i | i | i | -9 | 2 | i | i
CC(C)(C)C(=O)NNc1nc(-c2ccccc2)c2cc(Br)ccc2n1 | i | -4 | i | 0 | i | i | i | -3 | -1 | i | i
CCOc1cc(NC2CS(=O)(=O)CC2O)c(OCC)cc1NC(=O)c1ccccc1 (stereo not drawn) | i | 0 | i | -5 | i | i | i | -4 | 5 | i | i
CCOC(=O)Nc1cccc(OCC(=O)Nc2ccccc2OCC)c1 | i | 6 | i | -1 | i | i | i | -9 | -2 | i | i
COc1ccc(CNC(=S)Nc2ccccc2C)cc1 | i | -4 | i | -4 | i | i | i | -6 | 5 | i | i
COc1ccc(OC(=O)c2cc(S(=O)(=O)N3CCCC3)ccc2Cl)cc1 | i | -5 | i | -4 | i | i | i | -3 | 4 | i | i
N#CCC(N)=C(C#N)C#N | i | 69* | i | 10 | i | i | i | -5 | -3 | i | i
COc1ccc(N2COC3c4cccc5cccc(c45)C32)cc1 (stereo not drawn) | i | / | i | -1 | i | i | i | -15 | 0 | i | i
CCOCC(=O)Nc1c(C(=O)Nc2ccc3c(c2)OCO3)oc2ccccc12 | i | -2 | i | -9 | i | i | i | 0 | -14 | i | i
Cn1c(=O)c2c(nc(NCC3CCCO3)n2Cc2cccc(Br)c2)n(C)c1=O (stereo not drawn) | i | 0 | i | -1 | i | i | i | -15 | -1 | i | i
COc1ccc2c(c1)CCc1c(C(=O)N3CCCc4ccccc43)noc1-2 | i | 5 | i | -2 | i | i | i | -9 | -1 | i | i
O=C(CC1S/C(=N/N=C2CCCCCC2)NC1=O)Nc1ccccc1F (stereo not drawn) | i | 2 | i | / | i | i | i | -8 | -5 | i | i
C/C(=N\NC(=S)NCCc1ccccc1)c1ccc(C)cc1 | i | 2 | i | 2 | i | i | i | -12 | 4 | i | i
O=C(COC(=O)c1ccco1)NCc1ccc(Cl)cc1 | i | / | i | -3 | i | i | i | -1 | 1 | i | i
Cc1ccc(-c2cc(-c3nnc(SCC(=O)NC(C)C(C)C)n3N)c3ccccc3n2)cc1 (stereo not drawn) | i | 6 | i | / | i | i | i | -13 | -1 | i | i
COc1ccc(S(=O)(=O)N2CCC(C(=O)N[C@@H](C)C(=O)NCc3ccc(F)cc3)CC2)cc1 | i | -6 | i | 1 | i | i | i | -11 | -4 | i | i
CCOc1ccccc1CNC(=O)c1ccc(NC(=O)C2=C(C)OCCS2)cc1 | i | -7 | i | -1 | i | i | i | -11 | 2 | i | i
Cc1sc2ncnc(NCCc3ccc(S(N)(=O)=O)cc3)c2c1C | i | 6 | i | -2 | i | i | i | -9 | -1 | i | i
Cc1ccc(S(=O)(=O)N2CCN(C(=O)CSc3cc(C)ccc3C)CC2)c(C)c1 | i | -9 | i | / | i | i | i | -6 | -1 | i | i
CN1CCN(NC(=O)c2cc(-c3ccc(Cl)s3)nc3ccccc23)CC1 | i | 0 | i | 1 | i | i | i | -12 | / | i | i
Cc1ccc(C(=O)CC(=O)c2ccc(C(C)(C)C)cc2)cc1 | i | 2 | i | -2 | i | i | i | -12 | -1 | i | i
Cc1cc(C(=O)NCCc2ccc(Cl)cc2)c2ccccc2n1 | i | 2 | i | -2 | i | i | i | -13 | -2 | i | i
CC(C)(C)C1=CC=C(C(C)(C)C)C(=O)C1=O | i | / | / | -3 | i | i | 10* | -20 | -1 | i | i
CCc1nnc(NC(=O)CN2CCN(Cc3ccccc3Cl)CC2)s1 | i | -3 | i | -2 | i | i | i | -8 | 0 | i | i
Cc1cccc(C(=O)NNC(=O)Nc2ccccc2)c1 | i | 2 | i | -1 | i | i | i | -3 | -1 | i | i
COc1cccc(-c2nnc(SCC(=O)Nc3ccc4c(c3)OCCO4)n2Cc2ccco2)c1 | i | 9 | i | -5 | i | i | i | -6 | 3 | i | -16*
Cc1cc(=O)n(CC(=O)NCCN2CCOCC2)c2c1c(C)nn2-c1ccccc1 | i | 1 | i | -2 | i | i | i | -8 | 0 | i | i
COc1ccc(-c2c(-c3ccc(OCC(=O)NN)cc3O)n[nH]c2C(F)(F)F)cc1 | i | 0 | i | -1 | i | i | i | -10 | 1 | 12* | i
CCOc1ccc(CCNC(=O)CS(=O)(=O)Cc2nc(-c3cccc(OC)c3)oc2C)cc1 | i | -2 | i | 0 | i | i | i | -5 | 2 | i | i
COc1ccc(OC)c(-n2cnnn2)c1 | i | 14 | i | -1 | i | i | i | -10 | 3 | i | i
COc1ccc(C(=O)O)cc1S(=O)(=O)NC(C)(C)C | i | -2 | i | 1 | i | i | i | -10 | -2 | i | i
COc1cc(CNC2CCCC2)cc(Br)c1OCC(=O)Nc1ccccc1C | i | / | i | 1 | i | i | i | -10 | 1 | i | i
O=C(NCCS(=O)(=O)NCCCc1ccccc1)c1ccccc1 | i | 4 | i | 2 | i | i | i | -4 | 0 | i | i
CC(C)(C)CC(C)(C)NC1=CC(=O)OC12CCCCC2 | i | -3 | i | -1 | i | i | i | -4 | -4 | i | i
COc1ccccc1CC(=O)O/N=C(\N)c1ccccn1 | i | 0 | i | -3 | i | i | i | -7 | 1 | i | i
CC(C)N(C(=O)CSc1nnc(CNc2ccc(F)cc2)o1)C(C)C | i | 6 | i | -1 | i | i | i | -6 | 4 | i | i
Cn1c(=O)c2c(nc(Br)n2CC(=O)C23CC4CC(CC(C4)C2)C3)n(C)c1=O | i | -5 | i | -1 | i | i | i | -9 | -2 | i | i
CCCOc1ccc(N2C(=O)CC(N3CCN(c4ccccc4F)CC3)C2=O)cc1 (stereo not drawn) | i | 2 | i | 1 | i | i | i | -2 | 1 | i | i
N#Cc1c(NC(=O)CSc2ccccn2)oc(-c2ccccc2)c1-c1ccccc1 | i | 0 | i | / | i | i | 7* | -11 | 0 | i | i
COc1cccc(-c2cc3c(=O)n(-c4ccccc4)c(=S)[nH]c3s2)c1 | i | / | i | -1 | i | i | i | -8 | -3 | i | i
CSc1c(C#N)c(N)nc2sc(C(=O)c3ccccc3)c(N)c12 | i | 28 | i | -1 | i | i | i | -5 | -1 | i | i
CN(C(=O)/C=C/c1cnc2ccccc2c1)C1CCCCC1 | i | 16 | i | -1 | i | i | i | -11 | 2 | i | i
Cc1ccc(S(=O)(=O)C2(C(=O)Nc3cccnc3)CC2)cc1 | i | 0 | i | -3 | i | i | i | -10 | -3 | i | i
COCC(=O)Nc1ccc(N(C)C)cc1 | i | -7 | i | 2 | i | i | i | -13 | 1 | i | i
Cc1cccc(N(CC(=O)NCCSCc2ccco2)S(=O)(=O)c2ccccc2)c1 | i | -8 | i | -3 | i | i | i | -8 | 3 | i | i
